Bioassay records (PubChem BioAssay)
HSF-1 act = increases HSF-1 driven luciferase reporter signal | 1.7% of 300,000 active | NIH3T3-HGL HSF-1 luciferase reporter, MG132, 8 h; 100% = twice DMSO control signal | activation, % at 9 µM;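 active = mean replicate activation of at least 50% with a set share of replicates each reaching 50%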;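 also: 0% = median of the neutral control wells and 100% = twice that signal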
AI-2 QS modul = Vibrio harveyi AI-2 quorum sensing modulation | 0.4% of 300,000 active | Vibrio harveyi JMH597 AI-2 luminescence/OD600 ratio, 9 h; stronger effect = lower value; strain lacks LuxN and CqsS sensors; 0 = neutral-control median | activity change, % at 7.5 µM; in the data active = activity change below about -75%, passing the limit was not always enough;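 also: luminescence divided by OD600 gain over 9 h not by final OD600 alone; inactives centre near 13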
HSF1 inh = HSF1 inhibition. AID 2098. 0.77% of 300,000 active. activity change, negative = inhibition, % at 7.5 µM (by protocol). NIH3T3-HGL HSE-luciferase, MG132-induced, luminescence 8 h; stronger effect = lower value;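 active = more than half of replicate wells show activity change below -50%, luminescence cut by over half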;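 also: luciferase reports HSF-1 transcriptional activity via heat shock element; 0% = median of DMSO wells and -100% = zero luminescence signal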
KLF5 inh = inhibitors of KLF5 expression; DLD-1 KLF5 promoter-luciferase reporter, luminescence; inhibition, % at 5 µM; 0.23% of 290,000 active;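 active = inhibition above a per-plate limit of that plate's mean compound inhibition plus 3 SD, cut at about 60% in these data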;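 also: 0% = DMSO wells and 100% = LY294002 at 200 µM; higher means less KLF5 promoter-driven luciferase light; inactives centre near -14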
GSK3B inh = inhibitors of human GSK3beta kinase; AID 2097; 0.038% of 300,000 active; P49841; GST-GSK3beta kinase, ADP-Glo luminescence, 60 min; stronger effect = lower value; activity score (negative = inhibition), % at 10 µM;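 active = more than half of replicate wells score below -50%, meaning over 50% inhibition versus plate controls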;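 also: 0% = median DMSO wells and -100% = median GW8510 positive control wells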
Target sequence (P49841 whole entry, looked up): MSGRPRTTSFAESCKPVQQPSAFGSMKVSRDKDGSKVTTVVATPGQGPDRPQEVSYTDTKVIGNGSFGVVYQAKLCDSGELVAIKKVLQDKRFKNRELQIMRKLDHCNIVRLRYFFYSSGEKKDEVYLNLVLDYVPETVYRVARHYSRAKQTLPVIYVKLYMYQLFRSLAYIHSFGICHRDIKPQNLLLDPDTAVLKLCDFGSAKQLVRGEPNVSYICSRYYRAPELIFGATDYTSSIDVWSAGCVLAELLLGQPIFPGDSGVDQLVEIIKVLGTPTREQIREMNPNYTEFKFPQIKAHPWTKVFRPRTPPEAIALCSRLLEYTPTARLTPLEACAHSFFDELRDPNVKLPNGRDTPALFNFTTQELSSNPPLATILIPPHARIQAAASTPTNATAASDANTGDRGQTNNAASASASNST
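Assay system: GST-fused GSK3beta enzyme, cell-free / Medium: Tris pH 7.5 buffer with MgCl2, DTT, BSA, heparin / Also added: peptide substrate plus 25 µM ATP (final) / Compound: 10 µM single point / Timing: kinase reaction with compound 60 min at room temperature / Detection: ADP-Glo luminescence / Benchmarks: DMSO neutral wells and GW8510 at 20 µM as positive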
IEC-6 tox = kills IEC-6 intestinal cells in KLF5 counter-screen; IEC-6 cytotoxicity, luminescence viability; inhibition, % at 5 µM; 0.78% of 290,000 active; AID 1825; in the data active = inhibition above about 22%;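 also: 0% = plate median of test compound wells and 100% = cytotoxic reference compound wells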
aSyn UTR inh = 5' untranslated region of α-synuclein, MLPCN primary screen; alpha-synuclein 5'UTR reporter, inhibitor activity; inhibition, % (tested at 7.5 µM); 0.82% of 300,000 active; AID 1813; in the data active = inhibition above about 60%;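 also: H4 neuroglioblastoma cells stably carrying SNCA 5'UTR luciferase fusion; 0% = DMSO wells and 100% = positive control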
GSK3 alpha inh = blocks human GSK-3 alpha kinase. ADP-Glo luminescence, 60 min. AID 2650. inhibition, % at 10 µM. P49840. 0.1% of 320,000 active;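 in the data active = inhibition above about 50%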;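 also: GST-tagged GSK-3 alpha with peptide substrate and 25 µM ATP; 0% = DMSO neutral wells and 100% = GW8510 positive control wells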
Target sequence (P49840 whole entry, looked up): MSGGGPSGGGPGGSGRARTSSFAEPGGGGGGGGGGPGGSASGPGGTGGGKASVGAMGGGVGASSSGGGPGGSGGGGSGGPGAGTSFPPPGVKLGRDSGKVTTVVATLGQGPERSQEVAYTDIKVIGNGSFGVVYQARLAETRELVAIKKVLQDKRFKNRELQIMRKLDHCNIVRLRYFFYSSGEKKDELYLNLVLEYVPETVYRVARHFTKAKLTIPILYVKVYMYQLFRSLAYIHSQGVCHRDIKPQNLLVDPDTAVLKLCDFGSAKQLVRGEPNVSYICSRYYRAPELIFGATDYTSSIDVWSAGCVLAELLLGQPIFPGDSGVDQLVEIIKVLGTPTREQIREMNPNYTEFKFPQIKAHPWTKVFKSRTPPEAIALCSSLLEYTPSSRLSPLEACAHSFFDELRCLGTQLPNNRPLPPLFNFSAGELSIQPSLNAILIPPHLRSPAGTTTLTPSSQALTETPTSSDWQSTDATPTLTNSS
HSP90 refold inh = blocks HSP90-mediated luciferase refolding in reticulocyte lysate | AID 1789 | 0.91% of 290,000 active | Rabbit reticulocyte lysate, luciferase refolding luminescence, 3 h | inhibition, % at 5.6 µM;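 active = inhibition above the screen-wide mean plus 3 SD, computed separately per campaign, cut at about 16% in these data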;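 also: 0% = DMSO wells and 100% = 60 µM geldanamycin wells; inhibitors lower the luminescence because luciferase stays unfolded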
PolyA inh = inhibitors of polyadenylation in S. cerevisiae. calls only at 12 µM. S. cerevisiae SKY197-pL101 polyadenylation reporter, beta-gal luminescence; efflux-impaired pdr1/pdr3 knockout yeast; score 100 = 6 SD above DMSO. 0.02% of 300,000 active;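 active = lowest replicate activity score at least 50, where 100 means six control SD above control mean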;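 also: yeast exposed to compound for 9 h at 30 °C; higher score means more reporter readthrough which indicates perturbed polyadenylation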
An asterisk follows results filed as active; i = inactive; / = not tested or not shown. Only part of the results is shown, so the mix of outcomes need not match the whole.

SMILES	HSF-1 act	AI-2 QS modul	HSF1 inh	KLF5 inh	GSK3B inh	IEC-6 tox	aSyn UTR inh	GSK3 alpha inh	HSP90 refold inh	PolyA inh
COc1cc(CN2CCN(C(=O)CC(C)C)CC2)c([N+](=O)[O-])cc1OC	9	18	-8	-29	2	7	9	-1	-3	i
CC(/C=C/C=C/c1ccccc1)=N/NC(=O)C(O)c1ccccc1 (stereo unspecified)	-1	17	4	-22	1	-5	-32	-1	-1	i
Cc1ccc(C(NC(=O)c2ccccc2S(C)(=O)=O)c2ccccc2)cc1 (stereo unspecified)	-4	20	1	-3	3	10	-23	0	5	i
CC(Sc1ccccc1)C(=O)N/N=C/c1cccnc1 (stereo unspecified)	7	13	-1	3	2	0	4	-2	0	i
CCn1nnnc1SCC(=O)NCc1cccs1	-10	33	-9	-20	-3	-1	-12	1	1	i
CCC(C)(C)NC(=O)C(c1cccnc1)N(CCOC)C(=O)Cn1nnc2ccccc21 (stereo unspecified)	-1	1	-1	6	3	-4	-14	/	3	i
O=C(O)c1ccccc1N/N=C/C1=C(N2CCOCC2)C(=C\c2ccccc2)/CC1	-2	13	-11	-33	1	-6	-24	-1	-4	i
Cn1cc(CN2CCC(CO)CC2)c(-c2ccc(Oc3ccccc3)cc2)n1	6	23	-15	-17	2	-2	-13	-1	4	i
O=C(N/N=C1/CCS(=O)(=O)c2ccc(F)cc21)c1ccccn1	19	26	8	-28	2	2	-37	-1	-3	i
COc1ccc(Nc2ccc([N+](=O)[O-])cc2[N+](=O)[O-])cc1	7	1	-1	-4	0	-2	19	0	-3	i
CCOC(=O)C1CCN(C(C(=O)NC2CCCCC2)c2ccc(OC)cc2)CC1 (stereo unspecified)	/	/	/	20	/	1	/	4	5	/
CC(O)CN(CCC(N)=O)CCC(N)=O (stereo unspecified)	3	24	2	-33	1	3	20	-1	1	i
O=C1CC(N2CCCc3ccccc32)C(=O)N1c1ccccc1 (stereo unspecified)	21	7	20	-13	-3	0	-23	0	-2	i
CCOC(=O)c1cnc(-c2ccccc2)nc1N1CC(C)OC(C)C1 (stereo unspecified)	-6	21	-7	-23	-2	-1	32	2	2	i
CCn1c(SCc2nc(N)nc(N3CCCCC3)n2)nc2c1c(=O)n(C)c(=O)n2C	-5	14	3	-16	-1	4	-13	-2	-2	i
Cc1ccc(-n2c(C)cc(C(=O)COC(=O)c3c(C)noc3C)c2C)cc1	28	-1	9	-27	-1	4	-199	-3	-2	i
CCN(CC)CCCNC(=O)c1cn(CC)c2ccc(S(=O)(=O)N3CCc4ccccc4C3)cc2c1=O	1	-4	-2	11	0	-10	-6	1	1	i
CC(=O)N/C(=C\c1ccccc1)C(=O)OC(C)C(=O)NCc1ccccc1 (stereo unspecified)	3	28	-1	/	1	/	-2	0	/	i
O=S1(=O)CCC(S(=O)(=O)N2CCCCCC2)C1 (stereo unspecified)	-12	7	-3	7	-13	3	-2	0	-1	i
CN1CCN(CCC2Oc3cc([N+](=O)[O-])ccc3NC2=O)CC1 (stereo unspecified)	-2	3	3	-7	1	3	29	1	-1	i

SMILES	HSF-1 act	AI-2 QS modul	HSF1 inh	KLF5 inh	GSK3B inh	IEC-6 tox	aSyn UTR inh	GSK3 alpha inh	HSP90 refold inh	PolyA inh
Cc1csc(SCC(=O)N(C)CC(=O)Nc2ccccc2Cl)n1	-5	32	4	/	2	/	3	-1	/	i
CN1CCN(C(=O)CN(c2cc(C(F)(F)F)ccc2Cl)S(C)(=O)=O)CC1	1	25	-3	-39	4	-1	5	-3	7	i
CCOc1ccc(NS(=O)(=O)c2ccc(NC(=O)C3CC3)cc2)cc1	7	-4	2	-28	-2	1	-22	-1	3	i
COCCN=C1N[C@@H](c2cccc(C(F)(F)F)c2)C(C(=O)OC)=C(C)N1Cc1ccccc1	7	5	-1	-22	-2	2	-16	5	-1	i
O=Cc1ccccc1OCCOc1ccccc1C=O	27	38	5	-2	0	10	3	-5	0	i
O=C(C1CCC(=O)N(C2CCCC2)C1)N1CCN(c2ccccc2Cl)CC1 (stereo unspecified)	6	11	6	-4	1	-4	12	2	-1	i
Cc1ccc(S(=O)(=O)N(C)c2ccc(OCC(=O)Nc3nc(-c4ccccc4)cs3)cc2)cc1	6	13	12	-9	6	8	-73	1	0	i
CCOC(=O)c1sc(Nc2nc(OC)cc(OC)n2)nc1C	-7	-10	-1	-17	0	10	-37	-1	3	i
COCCN1CCN(Cc2nc(Cc3ccc(OC)c(OC)c3)no2)CC1	-8	8	-2	-21	3	-2	14	-1	-5	i
CN(Cc1ccccc1)C(=O)[C@@H]1CCCN1S(=O)(=O)c1ccc(Cl)cc1	-4	13	-12	-13	4	2	11	0	2	i
CC(C)N1CCN(Cc2nc3ccccc3s2)CC1CCO (stereo unspecified)	-9	7	-11	6	2	-2	-31	-1	1	i
O=C(O)CN(c1ccccc1F)S(=O)(=O)c1ccccc1	-6	6	-7	-1	-2	4	12	3	5	i
Cc1nc(C(=O)NNC(=O)c2ccc(Cl)cc2)c(C(F)(F)F)o1	4	27	-2	2	2	8	28	-1	-2	i
COc1cc(/C=N/Nc2nc(Nc3ccccc3)nc(N3CCCCC3)n2)ccc1OCC(=O)O	-29	17	-30	-4	0	-6	-21	-2	-1	i
Cc1ccc(NC(=O)CCCNC(=O)c2ccc(Cl)cc2)nc1	12	24	13	-26	0	1	-46	-2	-7	i
O=C(N/N=C\c1cc2c(cc1Cl)OCO2)c1cccnc1	7	37	-2	-26	1	5	11	1	-1	i
O=C(CN(c1ccccc1)S(=O)(=O)c1ccc(F)cc1)NC1CCS(=O)(=O)C1 (stereo unspecified)	-9	-3	-3	-10	1	0	16	-11	1	i
COc1ccc(NC(=O)OCCn2c([N+](=O)[O-])cnc2C)cc1	0	-63	-5	-38	0	3	-6	0	1	i
COc1ccc(CNCCCSc2ncccn2)cc1OC	-15	4	-4	-14	-4	7	2	-1	5	i
Cc1nnc(SCCN2CCOCC2)n1-c1cccc(Cl)c1	3	17	-4	-1	6	5	16	-1	6	i

SMILES	HSF-1 act	AI-2 QS modul	HSF1 inh	KLF5 inh	GSK3B inh	IEC-6 tox	aSyn UTR inh	GSK3 alpha inh	HSP90 refold inh	PolyA inh
Cc1cc(OCC(=O)NCC2CCC(C(=O)O)CC2)c2c(C)c(Cc3ccccc3)c(=O)oc2c1 (stereo unspecified)	4	17	-3	-16	0	-9	20	2	-4	i
Cc1ccc(C(=O)OCn2nnc3ccccc3c2=O)cc1[N+](=O)[O-]	-19	17	-5	-10	-1	5	17	-2	1	i
Cc1ccccc1N1CCN(c2ccc(NC(=O)C3CCCCC3C(=O)O)cc2)CC1 (stereo unspecified)	-19	0	-21	-26	4	4	16	-1	-3	i
O=[N+]([O-])c1ccc(-c2ccn[nH]2)o1	7	-129*	13	-14	-6	-9	8	-1	0	i
O=C(NCCN1CCOCC1)c1cc(-c2cccc(Cl)c2)on1	-13	38	-2	-23	0	-2	2	1	-2	i
CC(=O)N1CCc2cc(S(=O)(=O)NCCCN3CCN(Cc4ccccc4)CC3)ccc21	11	8	2	-18	0	-4	17	-9	2	i
CC1=C(OC(=O)c2ccccc2)C(C)(C)C(c2ccccc2)OC1=O (stereo unspecified)	-3	10	0	-9	0	-1	2	0	0	i
O=C(CCN1C(=O)C2C3C=CC(C3)C2C1=O)Nc1nccs1 (stereo unspecified)	-26	13	-13	-13	-1	0	12	0	3	i
CCCOc1ccc(C(=O)NCc2ccco2)cc1	28	4	3	-30	3	5	-26	-1	3	i
Cc1nn(-c2ccccc2)c(C)c1NC(=O)COC(=O)c1ccc(S(=O)(=O)C(F)F)cc1	0	16	-3	/	1	/	3	-1	/	i
Cc1ccc(/C=C/C(=O)Nc2ccc([N+](=O)[O-])c(NC(=O)/C=C/c3ccc(C)o3)c2)o1	73*	34	29	-4	1	-2	-7	0	-1	i
C=C(C)C(=O)Oc1ccc(N2C(=O)[C@@H]3C4C=CC(C4)[C@@H]3C2=O)cc1	6	0	2	-12	-1	5	-12	-2	0	i
Cc1ccc(S(=O)(=O)N(C)C(=O)NC(=O)NS(=O)(=O)c2ccccc2)cc1	-6	25	0	23	6	-5	-6	-3	-3	i
CCOc1ccc2nc(COC(=O)c3cccs3)c(C(C)=O)[n+]([O-])c2c1	6	-18	-7	-5	-3	5	-17	0	29*	i
Cc1[nH]c2ccccc2c1C(=O)NS(=O)(=O)Nc1ccccc1	8	19	-5	-18	2	-1	-12	-2	-1	/
COc1ccccc1C(=O)NCCCN1CCCC1=O	-5	21	0	14	1	3	3	0	0	i
COc1ccc(NC(=O)/C=C/c2cccc(C(F)(F)F)c2)cn1	17	/	-4	-36	/	3	-23	2	-1	i
COc1ccccc1-n1nnnc1SCC(=O)N(CC(C)C)C1CCS(=O)(=O)C1 (stereo unspecified)	9	16	-2	-44	4	-5	21	/	-8	i
CN(CC(=O)Nc1ccc(N2CCOCC2)cc1)C(=O)CCNC(=O)c1ccccc1Cl	3	27	-3	/	2	/	-5	0	/	i
Cc1cc(Cl)ccc1NC(=S)Nc1ccccn1	55*	33	27	-38	-3	6	-91	/	0	i

SMILES	HSF-1 act	AI-2 QS modul	HSF1 inh	KLF5 inh	GSK3B inh	IEC-6 tox	aSyn UTR inh	GSK3 alpha inh	HSP90 refold inh	PolyA inh
CCN1CCN(C(=O)C2CC(=O)N(c3ccc(Cl)cc3)C2)CC1 (stereo unspecified)	-5	/	-6	13	/	-5	-3	5	5	i
COc1cc(CC(=O)O)ccc1OCc1ccccc1	1	25	-3	-32	3	2	6	-1	-2	i
CCOC(=O)C1CCN(C(=O)CN2C(=O)c3ccccc3S2(=O)=O)CC1	-9	36	-1	/	0	/	8	/	/	i
CC(C)c1ccc(N)c(S(=O)(=O)O)c1	-18	2	2	-11	4	-2	-17	-1	6	i
COC(=O)/C(NC(C)=O)=C(\C)c1ccc(Cl)cc1	18	11	3	0	2	6	7	-1	-2	i
O=C(Nc1ccc(F)cc1)c1ccc(S(=O)(=O)NCC2CCCO2)cc1 (stereo unspecified)	-7	-3	-3	-10	1	-4	4	-3	-3	i
COc1ccc(NC(=O)c2c[nH]c(=O)n(-c3ccc(C)c(C)c3)c2=O)cc1OC	2	11	2	-34	-2	1	19	-3	3	i
COc1cccc(CC2(CO)CCCN(S(=O)(=O)N(C)C)C2)c1 (stereo unspecified)	-5	12	-4	-4	2	-6	7	0	1	i
O=C(COc1cc2oc(=O)c3c(c2cc1Cl)CCC3)N1C[C@H]2C[C@@H](C1)c1cccc(=O)n1C2	-11	5	1	-10	1	-4	-2	-3	-7	i
O=c1c(CN2CCN(Cc3ccccc3F)C(CCO)C2)coc2ccccc12 (stereo unspecified)	13	13	0	-28	4	1	20	0	0	i
S=c1nc(-c2ccc(Br)cc2)[nH]c2ccccc12	2	14	4	-25	0	-1	-8	0	0	i
